# Compound activity (PubChem BioAssay)
# D2 agonist: HTS Assay for Allosteric Agonists of the Human D2 Dopamine Receptor: Primary Screen for Agonists; activation, % at 2 µM; actives 0.53% (n = 340,000); HEK293 T-REx D2 cells, calcium flux agonist mode;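 active = activation over 3 SD above normal in the single-dose calcium agonist read, cut at about 30% in these data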; note: 0% is about no effect
#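 Calcium-flux readout, 1 cycle/sec over 180 s following compound pin transfer, in inducible HEK293 Trex D2 cells (force-coupled); dopamine controls included. Positive calcium responses during this window marked compounds as potential agonists.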
# D2 potentiator: HTS Assay for Positive Allosteric Modulators of the Human D2 Dopamine Receptor: Primary Screen for Potentiators; D(2) dopamine receptor (Homo sapiens), P14416; HEK293 T-REx D2, calcium flux, EC20 dopamine potentiation; potentiation, % at 10 µM; actives 0.34% (n = 340,000); AID 485347, 2010;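 active = potentiation over 3 SD above the plate norm, cut at about 30% in these data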; note: 0% is about no effect
#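 Cells plated with tetracycline inducer and held overnight at 30 C; calcium dye loaded 30–90 min at room temperature; baseline taken, compound added and read 180 s; EC20 dopamine then added and read 180 s.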
# D1 antagonist: Antagonist of Human D 1 Dopamine Receptor: qHTS; actives 3.2% (n = 360,000); D(1A) dopamine receptor (Homo sapiens), P21728; HEK293 TREx D1 cells, calcium flux, dopamine EC80; active compounds read low; activity change, negative = inhibition, % at 10 µM; AID 504652, 2011; in the data active = activity change below about -30%; note: % is set by controls: 0 for no effect and ±100 for the full control effect
# Target sequence (P21728 whole entry, looked up): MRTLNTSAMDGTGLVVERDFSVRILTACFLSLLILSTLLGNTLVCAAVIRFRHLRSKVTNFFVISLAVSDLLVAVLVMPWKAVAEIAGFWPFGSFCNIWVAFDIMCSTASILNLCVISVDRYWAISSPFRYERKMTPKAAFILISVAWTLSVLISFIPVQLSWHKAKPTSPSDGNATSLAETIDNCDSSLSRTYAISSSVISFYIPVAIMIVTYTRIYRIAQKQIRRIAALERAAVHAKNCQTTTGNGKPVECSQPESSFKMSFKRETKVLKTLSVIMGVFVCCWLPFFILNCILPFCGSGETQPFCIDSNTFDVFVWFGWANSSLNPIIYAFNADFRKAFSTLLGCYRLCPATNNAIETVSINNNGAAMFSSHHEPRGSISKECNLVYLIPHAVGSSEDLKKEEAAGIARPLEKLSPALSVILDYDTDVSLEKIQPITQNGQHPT
#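 Allosteric or orthosteric antagonism assessed as attenuation of the calcium response to EC80 dopamine, added 180 s after compound, in induced HEK293 Trex D1 cells loaded with no-wash calcium dye.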
# D1 PAM: Potentiators of Human D1 Dopamine Receptor: qHTS. HEK293 TREx D1 cells, calcium flux, dopamine EC20 potentiation. potentiation, % at 10 µM. actives 0.036% (n = 360,000); in the data active = potentiation above about 30%; note: 0% is about no effect
# TRHR ag: qHTS for Small Molecule Agonists and Allosteric Enhancers of Human TRH Receptor: Primary Screen for Agonists. TRHR cells, calcium flux fluo-8, FDSS agonist mode. activation, % at 2 µM. actives 0.18% (n = 360,000). Thyrotropin-releasing hormone receptor (Homo sapiens), P34981. AID 493084, 2011; note: 0% is about no effect
# Target sequence (P34981 whole entry, looked up): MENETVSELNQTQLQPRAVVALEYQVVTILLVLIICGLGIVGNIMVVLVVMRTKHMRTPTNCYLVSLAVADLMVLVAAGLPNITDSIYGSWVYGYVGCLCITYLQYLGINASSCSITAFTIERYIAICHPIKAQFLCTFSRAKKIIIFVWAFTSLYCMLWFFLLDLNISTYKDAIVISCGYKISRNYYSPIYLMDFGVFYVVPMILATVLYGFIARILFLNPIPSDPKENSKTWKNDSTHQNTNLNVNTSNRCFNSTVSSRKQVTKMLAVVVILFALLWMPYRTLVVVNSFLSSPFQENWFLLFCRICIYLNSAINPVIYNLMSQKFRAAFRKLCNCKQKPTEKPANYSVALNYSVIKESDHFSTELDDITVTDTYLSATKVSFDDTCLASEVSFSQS
#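 Agonist-mode FDSS calcium read (Ex 480/Em 530, 1 s cycles) in 1536-well TRHR cells with fluo-8 dye, after 10-cycle baseline and 23 nL compound addition; TRH at EC20 (10 nM final) added afterwards for the enhancer phase.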
# TRHR enhancer: qHTS for Small Molecule Agonists and Allosteric Enhancers of Human TRH Receptor: Primary Screen for Enhancers; TRHR cells, fluo-8 calcium fluorescence, EC20 TRH enhancement; enhancement, % at 2 µM; actives 0.66% (n = 360,000); AID 493056, 2011; in the data active = enhancement above about 30%; note: 0% is about no effect
#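 Enhancer read-out: after compound pinning and an initial kinetic agonist-mode read, an EC20 of TRH (10 nM final) was injected and fluo-8 calcium signal (Ex 480/Em 530) followed at 1 s/cycle for 100 cycles in TRHR-expressing cells.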
# RXFP1 antag: qHTS Assay for Antagonists of the Relaxin Receptor RXFP1; Relaxin receptor 1 (Homo sapiens), Q9HBX9; HEK293-RXFP1, relaxin-stimulated cAMP HTRF, 30 min; active compounds read low; activity change, negative = inhibition, % at 57.5 µM; actives 0.59% (n = 350,000); AID 1259400, 2018;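 active = activity change of -60% or lower, but not beyond a set lower limit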; note: % is set by controls: 0 for no effect and ±100 for the full control effect
# D1 ag: Allosteric Agonists of the Human D1 Dopamine Receptor: qHTS | D(1A) dopamine receptor (Homo sapiens), P21728 | HEK293 T-REx D1 cells, calcium flux, agonist mode | activation, % at 2 µM | actives 1% (n = 360,000) | AID 504660, 2011; note: 0% is about no effect
#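 Tetracycline-induced HEK293 TREx D1 cells, force-coupled to calcium signalling, were dye-loaded with a no-wash calcium kit. Compound was pin-added after a 10 s baseline. Fluorescence was read kinetically at 1 cycle/s for 180 s, with calcium rises flagged as agonism.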
# D2 antagonist: HTS Assay for Allosteric Antagonists of the Human D2 Dopamine Receptor: Primary Screen for Antagonists. D(2) dopamine receptor (Homo sapiens), P14416. HEK293 TREx D2 cells, calcium flux, dopamine EC80. inhibition, % at 10 µM. actives 2% (n = 340,000); in the data active = inhibition above about 30%; note: 0% is about no effect
#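 Calcium flux kinetic readout in an inducible HEK293 TREx D2 line plated overnight at 30 C. After 180 s compound exposure, an EC80 dopamine challenge follows with another 180 s kinetic read to detect antagonism.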
# * hit, by the source's call; nt = not tested or not shown. Cut-off read from the data, not from the text of the source, unless noted: active = activation above about 30%; inactive = the rest.
SMILES,D2 agonist,D2 potentiator,D1 antagonist,D1 PAM,TRHR ag,TRHR enhancer,RXFP1 antag,D1 ag,D2 antagonist
O=C(NC1CCCCC1)c1cc(-c2ccccc2O)on1,0.1,4,-8,-7,1.0,29,-18,3,2
COc1ccc(COc2cc(-c3cccc(OC)c3)nc3ccc(N)cc23)cc1,nt,nt,19,-3,-0.3,-10,nt,1,nt
Oc1cccc(/C=N/n2c(C3CCCCC3)n[nH]c2=S)c1,0.4,-5,0,0,-0.1,4,-11,0,-19
COc1ccccc1NC(=O)CSc1nc2sc(C)c(C)c2c(=O)n1Cc1ccco1,0.7,-7,-4,-4,2.0,2,0,4,-28
COC(=O)CCC(=O)Nc1sc2c(c1C#N)CCCC2,-1.5,17,-2,-2,1.3,9,-11,1,3
COc1ccc(C(O)P(=O)(OCc2ccccc2)c2ccc(N(C)C)cc2)cc1 (stereo not drawn),1.0,1,-10,-4,0.0,-5,4,4,8
CCOC(=O)Cc1cc(-c2ccc(F)cc2)nc2ccc3ccccc3c12,-0.3,-2,-57*,-11,0.6,1,-11,9,4
Cc1ccc(N(Cc2ccccc2)C(=O)c2cccc(S(=O)(=O)N3CCOCC3)c2)cc1,0.4,-2,7,6,-0.3,1,-3,7,-7
CCCCN(C(=O)C1CCN(C(=O)c2ccccc2C)CC1)c1c(N)n(CCCC)c(=O)[nH]c1=O,0.1,-2,-1,-3,0.2,-1,-1,-1,-7
CCNc1nc(NCC)nc(OCCNS(=O)(=O)c2cc(C)ccc2C)n1,-1.8,9,8,-2,-1.4,-3,1,1,4
COc1ccc(S(=O)(=O)N2CCCCC2)cc1NC(=O)Cc1cccc(C(F)(F)F)c1,-0.6,9,-1,5,-1.1,-8,-4,-1,-10
CC(C)=C(NC(=O)c1ccccc1)C(=O)Nc1cccc(C(=O)O)c1,0.9,-9,4,-4,0.8,3,11,1,5
COc1ccc(OCC(=O)NNC(=O)c2cc3ccccc3o2)cc1,nt,nt,-31*,-7,-0.5,-1,nt,0,nt
Cc1ccc(NC(=O)CCS(=O)(=O)c2cc(Br)cc3c2N(C(=O)C2CC2)CC3)cc1,nt,17,4,0,-0.6,-4,-3,3,nt
CCn1c(SCC(=O)N2CCCC(C)C2)nnc1-c1ccc(S(=O)(=O)N2CCN(C)CC2)cc1 (stereo not drawn),1.0,-2,3,8,-0.4,-5,-10,1,-20
Cc1cccc(-c2nc(SCC(=O)NCC3CCCO3)c3c(=O)n(C)c(=O)n(C)c3n2)c1 (stereo not drawn),0.0,0,-15,0,0.2,2,-8,1,nt
Cc1cccc(C)c1OCC(=O)NNC(=O)CNC(=O)c1ccc(OC(F)F)cc1,-0.4,-5,0,8,-0.4,14,-7,0,-3
Cc1ccccc1OCC(=O)NN1CCN(C)CC1,1.0,-5,-5,6,0.8,2,1,4,-5
CN(C)S(=O)(=O)N(CC(=O)N(Cc1ccccc1)Cc1ccccc1)c1ccccc1,1.1,1,-3,-2,0.2,-5,7,5,8
C/C(=N\NC(=O)c1ccc(CSc2nncn2C)cc1)c1cccs1,-1.0,19,22,-2,-0.7,2,5,7,1
CCc1c(O)c(-c2ccccc2)c(=O)n(-c2ccccn2)c1-c1ccccc1,-0.5,3,5,-2,-0.1,-3,-8,2,-25
CC(=O)N1CCOc2ccc(S(=O)(=O)NCC3CCC(C(=O)NCCC(C)C)CC3)cc21 (stereo not drawn),0.5,3,0,-4,0.4,2,4,1,-5
CCC(=O)c1c[nH]c(C(=O)NCc2cccnc2)c1,0.9,-3,-3,17,-0.9,-2,0,5,1
Cc1ccn2cc(C(=O)NC3CCN(Cc4ccccc4)CC3)nc2c1,1.3,-24,1,-5,0.3,12,-23,0,15
Cc1ccc(C)c(NC(=O)N(C)CCc2c(C)nn(C)c2C)c1,0.9,6,-16,-1,-0.6,-4,nt,1,nt
# Further structures.
SMILES,D2 agonist,D2 potentiator,D1 antagonist,D1 PAM,TRHR ag,TRHR enhancer,RXFP1 antag,D1 ag,D2 antagonist
CC(C)CN1CCN(CCCc2ccccc2)C(CCO)C1 (stereo not drawn),nt,-8,33,-4,0.5,1,-9,-2,nt
Cc1ccc(NC(=O)Cn2c(=O)nc(-c3ccccc3F)c3cc(Cl)ccc32)c(Br)c1,nt,nt,-15,3,-0.6,6,nt,1,nt
Cn1c(Cn2c(=O)sc3ccccc32)nnc1SCC(=O)NC1CCCC1,0.2,4,1,3,-0.3,1,12,1,4
CC(C)CN1C(=O)C(=O)N(CC(=O)Nc2cccc(Cl)c2Cl)C1=O,0.5,-7,23,-4,0.7,-1,-1,1,-8
Cc1ccc(-n2c(=O)c3c4c(sc3n(CC(=O)c3ccc(Cl)cc3)c2=O)CCC4)cc1C,nt,3,-8,1,0.3,3,1,1,nt
Cc1cc(C)cc(NC(=S)N2CCN(CCO)CC2)c1,0.0,-3,-3,-10,-0.1,-1,3,1,3
O=C(NC1CCCN(Cc2ccccc2F)C1)c1cccs1 (stereo not drawn),0.2,-3,3,-4,-0.2,0,-7,8,11
CCOC(=O)c1ccccc1NC(=O)NCc1c(-n2cccc2)sc2c1CCCC2,-0.5,-4,-17,-3,-0.7,-6,-7,-2,nt
CCn1c(-c2ccccc2Cl)nn(CC(=O)NCCc2ccccc2)c1=S,0.6,-4,5,0,0.2,-1,6,3,3
Cc1ccc(Cn2c(CCC(=O)O)nc3ncccc3c2=O)cc1,0.8,3,-8,-3,0.8,8,3,3,4
O=C(c1ccc(F)cc1)N1CCC(c2nc(-c3ccc(S(=O)(=O)N4CCCC4)cc3)no2)CC1,-0.1,5,-11,2,1.6,-7,6,-1,nt
O=C(Nc1ccccc1F)Nc1ccccc1Br,-0.8,17,2,-5,-0.1,0,6,1,0
COc1ccc(Cl)cc1N(C)C(=O)Cn1cnc2sc(C)c(S(=O)(=O)N3CCN(c4ncccn4)CC3)c2c1=O,nt,11,2,1,-0.5,-7,nt,-2,nt
O=C(NCc1ccco1)c1cnccn1,1.1,4,6,1,-0.6,10,0,-1,-18
O=C(NCc1ccco1)c1ccc2c(c1)N(Cc1ccc(Cl)cc1)C(=O)c1ccccc1S2=O (stereo not drawn),1.2,2,8,-4,1.5,-3,nt,16,nt
Cc1nn(C)cc1S(=O)(=O)N1CCN(Cc2ccccc2Cl)CC1,0.0,-7,nt,2,0.0,-6,-7,0,-11
CCCCNC(=O)CCc1c(C)nc2nc(-c3cc(OC)cc(OC)c3)nn2c1C,0.4,-5,2,-3,-1.9,5,-21,-2,0
COc1cc(C)c(NC(=O)c2cc(C3CC3)nc3c2cnn3C(C)C)cc1OC,0.0,8,0,-3,0.6,0,-8,-1,4
COc1cc(NS(=O)(=O)c2ccc(NC(C)=O)cc2)nc(OC)n1,0.3,3,nt,2,0.3,6,-1,-1,6
CNC(=O)c1c(NC(=O)c2ccc(S(=O)(=O)N3CCCCC3)cc2)sc2c1CCC2,-3.5,nt,1,-1,0.3,1,-6,0,nt
CCOC(=O)CSc1nc2c([nH]c3ccccc32)c(=O)n1-c1ccc(OC)cc1,-1.4,1,-6,-2,-0.1,-10,-29,3,nt
CCOc1ccccc1N(C)C(=O)c1sc2nc3n(c(=O)c2c1C)CCCC3,-1.0,0,-4,-2,-0.1,-1,-16,3,nt
COc1cc(/C=C2\CCc3c2nc2ccccc2c3C(=O)O)cc(OC)c1OC,-0.5,1,3,-6,-0.5,3,15,1,-6
COC(=O)c1c(NC(=O)CN2CCN(S(=O)(=O)c3ccccc3)CC2)sc2c1CCC(C)C2 (stereo not drawn),1.1,-2,1,9,0.0,3,nt,0,15
COc1ccc(NC(=O)CN2CCCCCC2)cc1OC,1.1,8,17,-4,0.2,3,3,1,-2

# Three compounds out of the list, arranged by length of the SMILES, rising.
SMILES,D2 agonist,D2 potentiator,D1 antagonist,D1 PAM,TRHR ag,TRHR enhancer,RXFP1 antag,D1 ag,D2 antagonist
O=C(NC1CCCN(Cc2ccccc2F)C1)c1cccs1 (stereo not drawn),0.2,-3,3,-4,-0.2,0,-7,8,11
COc1cc(NS(=O)(=O)c2ccc(NC(C)=O)cc2)nc(OC)n1,0.3,3,nt,2,0.3,6,-1,-1,6
Cc1ccc(-n2c(=O)c3c4c(sc3n(CC(=O)c3ccc(Cl)cc3)c2=O)CCC4)cc1C,nt,3,-8,1,0.3,3,1,1,nt

# The list goes on:
SMILES,D2 agonist,D2 potentiator,D1 antagonist,D1 PAM,TRHR ag,TRHR enhancer,RXFP1 antag,D1 ag,D2 antagonist
CCSc1nnc2n(-c3ccc(OC)cc3)c(=O)c3c4c(sc3n12)CCCC4,1.4,-3,7,1,-0.3,4,-11,1,2
CC(C)(C)C(=O)O/N=C(\N)c1ccc(Oc2cc(Cl)cc(Cl)c2)c([N+](=O)[O-])c1,0.6,5,-10,-5,0.9,-2,-37,6,11
Cc1ccc(N2C(=O)c3cccc4c(C(=O)O)ccc(c34)C2=O)cc1,9.5,3,10,3,0.5,-2,nt,17,21
O=C(Nc1ccc(Oc2cccnc2)cc1)C1CCN(Cc2ccccc2F)CC1,1.3,-9,9,-2,1.3,-2,-8,10,-10
CCC(=O)Nc1ccc(N2CCN(Cc3ccccc3)CC2)cc1,4.2,5,-13,-2,0.4,-2,1,2,15
CC(C)Cn1c(SC(C)C(=O)NC2CC2)nnc1-c1ccccc1F (stereo not drawn),0.2,0,9,6,-0.4,6,-17,6,4
COc1ccc(C(=O)NCCN2CCCC2)cc1,-0.1,-7,-15,-2,0.1,8,4,5,19
O=C(NC(=S)Nc1cccc(Cl)c1N1CCCC1)c1ccc(-c2cccc([N+](=O)[O-])c2)o1,1.4,-4,7,22,0.1,-9,13,1,8
CCCCC(CCC(=O)O)(C(=O)OCC)c1csc(Nc2ccc(C)cc2)n1 (stereo not drawn),1.1,-1,27,-4,-0.9,-3,-2,-1,2
Cc1cc(C(=O)COC(=O)c2ccc[nH]c2=O)c(C)n1CCc1ccc(F)cc1,-2.6,2,14,-7,-0.2,7,-2,5,-3
Nc1nc(-c2ccccc2)cs1,0.0,8,5,-3,-0.3,-8,-14,2,0
O=C(N/N=C/c1ccncc1)c1cc(C2CC2)nc2ccccc12,-0.4,-11,-10,-8,-0.9,4,-10,6,-8

# Looked up by structure from the entries so far:
SMILES,D2 agonist,D2 potentiator,D1 antagonist,D1 PAM,TRHR ag,TRHR enhancer,RXFP1 antag,D1 ag,D2 antagonist
O=C(Nc1ccccc1F)Nc1ccccc1Br,-0.8,17,2,-5,-0.1,0,6,1,0
Cc1ccc(NC(=O)CCS(=O)(=O)c2cc(Br)cc3c2N(C(=O)C2CC2)CC3)cc1,nt,17,4,0,-0.6,-4,-3,3,nt
CC(C)=C(NC(=O)c1ccccc1)C(=O)Nc1cccc(C(=O)O)c1,0.9,-9,4,-4,0.8,3,11,1,5
